GALK inh: qHTS Assay for Inhibitors of Human Galactokinase (GALK). P51570. Purified GALK, Kinase-Glo residual ATP luminescence. Potency, µM (top dose mostly 57.5 µM), for inactives: top-dose activity change, negative = inhibition, most hits filed as inhibitors. hit rate 0.007% among 270,000. AID 1868, 2009; also: potency is read from the fitted curve at half-maximal effect; % is scaled to controls: 0 for no effect and ±100 for the full control effect
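Compounds were pin-transferred into ATP buffer (35 uM final), then GALK plus galactose (5 nM, 100 uM final) was added. After 1 h at room temperature, Kinase-Glo Plus was added and luminescence read after 10 min.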
Menin-MLL TR inh: qHTS Assay for Inhibitors Targeting the Menin-MLL Interaction in MLL Related Leukemias: Competition With Texas Red Labeled MLL-derived Mutant Peptide | O00255 | Menin + Texas Red MLL mutant peptide, fluorescence polarization | Potency, µM (top dose mostly 61.6 µM), without a hit: at the top dose FP activity change, negative = inhibition, most hits filed as inhibitors | hit rate 0.23% among 270,000 | AID 1768, 2009; active = well fitted inhibition curve with a large enough effect in the polarisation, with a control signal flat, not every such curve was filed as active; inconclusive = small, poorly fitted or top-dose-only effect, or effect the other way, or a change in a side signal; inactive = no such curve, though single readings can be large or run the other way; the % refers to the polarisation; also: potency is read from the fitted curve at half-maximal effect; % of control where 0% means no effect; many of its hits are not listed in these tables
Giardia killer: Small Molecules that selectively kill Giardia lamblia: qHTS; Giardia lamblia trophozoite viability; activity change, % at 7.66 µM, hits read low; hit rate 0.15% among 340,000; in the data active = activity change below about -80%; inconclusive = between about -30% and that limit;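 also: parasites exposed to compound for two days anaerobically before the ATP read; % is scaled to controls: 0 for no effect and ±100 for the full control effect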
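Trophozoite viability was measured as ATP-dependent luminescence, read 15-30 min after reagent addition. Before that, parasites at 100 cells/well were exposed to compounds for 48 h, anaerobically, at 37 deg C.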
KCNH2 3.1 inh: qHTS for Inhibitors of KCHN2 3.1: Mutant qHTS; Potassium voltage-gated channel subfamily H member 2, brain isoform KCNH2 3.1 (human); U2OS KCNH2 3.1, thallium flux FluxOr; stronger effect = lower value; activity change, % (tested at about 1.8 µM); hit rate 0.95% among 340,000; AID 720553, 2013;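 active = maximum activity change below -70%; inconclusive = maximum activity change from -70% to -50%; inactive = maximum activity change above -50%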;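 also: thallium influx rate constant from kinetic fluorescence after stimulation buffer; % is scaled to controls: 0 for no effect and ±100 for the full control effect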
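Kinetic fluorescence (2 min after stimulation buffer) measures Tl+ influx through KCNH2 3.1 expressed by viral transduction in U2OS cells; the rate constant is normalized against DMSO controls serving as positive and negative references.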
FBPA coupling cs: qHTS Assay for Inhibitors of Fructose-1,6-bisphosphate Aldolase from Giardia Lamblia: Coupling assay counterscreen; coupling enzyme system counterscreen, AmpLite Red fluorescence; activity change, negative = inhibition, % at 58.2 µM, hits read low; hit rate 0.67% among 290,000; AID 2472, 2010; in the data active = activity change below about -30%; also: % is scaled to controls: 0 for no effect and ±100 for the full control effect
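Counterscreen lacking aldolase: glyceraldehyde-3-phosphate coupling-enzyme reagent preincubated 10 min at RT with compound (at 57.5 uM final), then substrate/coupling system with AmpLite Red added; fluorescence read at 525/598 nm after 20 min RT.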
B2AR arrestin: qHTS assay of beta-arrestin-biased ligands of beta2-adrenergic receptor; Beta-2 adrenergic receptor (Homo sapiens), P07550; beta-arrestin recruitment to beta2AR, cell-based reporter; hit rate 0.02% among 330,000; Potency, µM (doses to about 46.1 µM), without a hit: top-dose activation, actives largely listed as activators; AID 492947, 2010;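 also: potency is read from the fitted curve at half-maximal effect; 0% = DMSO controls and full agonism = EC100 isoproterenol or metaproterenol; nearly all actives have a fitted effect of over 65% in size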
CXXC DNA block: qHTS Fluorescence Polarization Assay for Inhibitors of MLL CXXC domain - DNA interaction; hit rate 0.037% among 290,000; AID 2662, 2010; MLL-CXXC / FITC-HOXA9 DNA fluorescence polarization; Potency, µM (doses to about 115 µM), for the others: at the top dose activity change, negative = inhibition, usual class: inhibitors; Histone-lysine N-methyltransferase 2A (Homo sapiens), Q03164; active = well fitted inhibition curve with a large enough effect in the polarisation, with a control signal flat, not every such curve was filed as active; inconclusive = small, poorly fitted or top-dose-only effect, or effect the other way, or a change in a side signal; inactive = no such curve, though single readings can be large or run the other way; the % refers to the polarisation; also: potency is read from the fitted curve at half-maximal effect
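Fluorescence polarization: 7 uM MLL-CXXC (stock) preincubated 5 min with compounds, then 50 nM fluorescein-HOX-A9 DNA (stock) added; 30 min ambient. Buffer 50 mM Tris-HCl pH 7.5, 50 mM NaCl, 1 mM DTT, 0.05% BSA.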
PKM2 activator: qHTS Assay for Activators of Human Muscle isoform 2 Pyruvate Kinase; Pyruvate kinase PKM (Homo sapiens), P14618; purified PKM2, Kinase-Glo ATP luminescence, activation; response scale: 0% is enzyme alone, no compound; Potency, µM (doses to about 57.5 µM), for inactives: at the top dose activation, usual class: activators; hit rate 0.34% among 260,000; also: potency is read from the fitted curve at half-maximal effect; % is scaled to controls: 0 for no effect and ±100 for the full control effect; nearly all actives have a fitted effect of over 55% in size
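ATP formation by purified human PK-M2, quantified via coupled luciferase luminescence after 1 h at room temperature with 0.1 mM ADP and 0.5 mM PEP final.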
TRPV1 agonist: HTS Assay for Compounds that Act as Agonists of the Vanilloid Receptor 1. Transient receptor potential cation channel subfamily V member 1 (Homo sapiens), Q8NER1. TRPV1-expressing cells, Fluo-8 calcium influx, agonist mode. activation, % at 8.33 µM. hit rate 0.19% among 320,000. AID 540275, 2011; in the data active = activation above about 80%; inconclusive = between about 30% and that limit; also: 0% is about no effect
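Fluo-8 calcium influx in TRPV1-expressing cells, kinetic read (ex 480/em 520 nm). Compound added and read 3 min for agonist activity, followed by capsaicin at EC20 final and 2 min further read for enhancement.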
hERG WT inh: qHTS for Inhibitors of KCHN2 3.1: Wildtype qHTS. Voltage-gated inwardly rectifying potassium channel KCNH2 (Homo sapiens), Q12809. U2OS, BacMam KCNH2, thallium flux FluxOr; stronger effect = lower value. activity change, % at 1.84 µM. hit rate 0.37% among 340,000;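 active = maximum activity change below -70%; inconclusive = maximum activity change between -70% and -50%; inactive = maximum activity change above -50%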; also: % is scaled to controls: 0 for no effect and ±100 for the full control effect
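U2OS cells transduced with wild-type KCNH2 virus are loaded with FluxOr dye for 45 min, and thallium flux is measured in kinetic reads before and after stimulation buffer. Rate constants are normalized to DMSO controls.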
USP2a block: qHTS Assay for Inhibitors of Ubiquitin-specific Protease USP2a Using CHOP2 as the Reporter; Ubiquitin carboxyl-terminal hydrolase 2 (Homo sapiens), O75604; USP2 core, Ub-CHOP2 coupled fluorogenic reporter, 485/531; Potency, µM (highest dose often 38.3 µM), inactives show top-dose activity change, negative = inhibition, actives largely listed as inhibitors; hit rate 0.01% among 330,000; AID 463254, 2010;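 also: potency is read from the fitted curve at half-maximal effect; plate controls were DMSO wells for no effect and full inhibition by NEM control for full effect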
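Cell-free coupled assay: 10nM USP2 core preincubated 30min RT with compound in Tris-HCl pH 8.0/CaCl2/CHAPS buffer, then 25nM Ub-CHOP2 and 25nM reporter substrate; fluorescence (Ex 485/Em 531) read after 60min RT, normalized to NEM inhibition, concentration-response curves fitted.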
Active calls of the source: *; i = inactive; u = inconclusive; x = no result given; [ ] = another dose, or the depositor's remark. Unless noted, calls follow the shape of the dose curve; as a rule, active = well fitted curve in the direction sought with a large enough effect; inconclusive = small, poorly fitted or top-dose-only effect, or another doubt; inactive = no such curve, though single readings can be large; an effect the other way counts as inactive or inconclusive. An excerpt; rates above refer to the full screens.

SMILES	GALK inh	Menin-MLL TR inh	Giardia killer	KCNH2 3.1 inh	FBPA coupling cs	B2AR arrestin	CXXC DNA block	PKM2 activator	TRPV1 agonist	hERG WT inh	USP2a block
COc1ccc(NC(=O)C2CCCN(S(=O)(=O)c3ccc4[nH]c(=O)ccc4c3)C2)cc1OC (stereo not given)	1%	12%	-8	5	-1	0.3%	-7%	3%[0.46 µM]	-3	-2	1%
COc1ccc(-c2nc(CS(=O)CC(=O)NCC3CCCO3)c(C)o2)cc1 (stereo not given)	2%	-2%[11.7 µM]	3	-8	2	0.2%	-4%	1%	x	-3	2%
O=C(CSc1ccccc1)NN1C(=O)c2ccccc2C1=O	-1%	-2%	-4	0	-1	-0.4%	18%	0%	1	-13	0%
COc1cc(/C=N/NC(=O)C2=NNC(=O)C2C)ccc1O (stereo not given)	-2%	x	23	4	0	-0.8%	0%	0%	-14	-2	2%
O=C(NCCCNC(=O)c1c(F)cccc1F)c1c(F)cccc1F	-3%	4%	16	-4	2	-0.4%	-1%	x	0	6	3%
Cc1ccc(OCc2cc(C(=O)NCCn3cccn3)no2)cc1C	-6%	x	-5	-5	x	-1.0%	4%	x	20	3	-2%
COC(=O)/C(=C/c1ccco1)NC(=O)c1ccccc1	1%	-17%	-5	-8	2	4.6%	1%	-2%	5	-4	3%
O=C(Nc1ccccc1C(=O)NC(Cc1ccccc1)C(=O)NC1CCCCC1)c1ccccc1 (stereo not given)	1%	7%	8	1	3	-0.9%	-7%	1%	u	0	0%
O=C(Nc1cccc(F)c1)c1cc(S(=O)(=O)N2CCC(C(=O)O)CC2)ccc1F	0%	10%	49[activator]	-6	18	-0.2%	-5%	6%	4	-1	1%
COc1cccc(NC(=O)Cc2nc(-c3ccccc3)sc2-c2ccc(C)cc2)c1	x	u	2	-7	-1	-0.8%	-5%	-9%	u	i	3%
CN(CCC1CCOCC1)C(=O)CC1C(=O)NCCN1Cc1c(F)cccc1Cl (stereo not given)	-5%	0%	2	x	-2	0.4%	-3%	-5%	1	3	2%
CC(C)Nc1nc(NC(C)C)nc(Oc2ccc(=O)n(C)n2)n1	2%	-1%	0	33	-1	-0.9%	-8%	-9%	8	3	-1%
CC1CCN(C(=O)c2[nH]cnc2C(=O)N[C@H](C)c2ccccc2)CC1	x	x	-7	6	x	0.2%	x	x	-1	-11	1%
CCOc1ccccc1NC(=O)Nc1ccsc1C(=O)OC	-6%	x	-15	-4	x	0.5%	37%[activator]	0%	1	7	2%
CCCc1cc(=O)oc2cc(C)cc(OCC(=O)N3CCC(C(N)=O)CC3)c12	x	-17%	9	-1	1	-0.9%	11%	0%	0	2	0%
CN(CC(=O)NCc1ccc(F)cc1)S(=O)(=O)c1ccc2c(c1)c(=O)n(C)c(=O)n2C	6%	-22%	4	6	1	0.1%	5%	x	-2	-7	-2%
O=C(Nc1nncs1)c1cc(-c2ccncc2)nc2ccc(Cl)cc12	-1%	x	20	29	x	-0.9%	1%	8%	3	6	1%
CCOC(=O)N1CCN(Cc2nc3cc(NC(C)=O)ccc3n2C)CC1	x	u	-7	8	-1	-1.1%	-8%	x	3	4	3%
CCn1c(SCCC#N)nnc1-c1ccncc1	-4%	-15%	9	-7	0	0.5%	-3%	1%	3	-9	2%
COc1cccc(OCCCCN2CCCCC2)c1	-5%	-15%	0	2	2	-0.2%	5%	2%	3	-39	-2%
Cc1ccc2sc(NNC(=O)C3=COCCO3)nc2c1C	3%	0%	2	8	1	0.1%	0%	4%	-1	-4	0%
Cc1cccc(C)c1NC(=O)CNC(=O)C1CC(=O)N(Cc2ccccc2)C1 (stereo not given)	x	x	-9	-33	x	-0.2%	x	x	-2	-3	4%
CCN(Cc1ccccc1)C(=O)COC(=O)c1c(C)nsc1NC	x	x	-30	2	x	-0.1%	x	x	4	-7	1%
CCOC(=O)c1nnc(-c2ccccc2)nc1Oc1ccccc1Cl	-2%	14%	3	-24	1	-0.2%	-5%	-3%	0	2	-6%
CCOc1cc(O)c(-c2[nH]ncc2-c2nc(C)cs2)cc1CC	2%	x	14	0	-14	-0.6%	2%	-3%	9	x	-5%
O=[N+]([O-])c1ccc2c(OCc3nnc(-c4ccccc4Br)o3)ncnc2c1	-1%	x	-26	-8	-2	0.2%	15%	u	1	0	0%
N=C1C(c2nc3ccccc3s2)=C(O)CN1Cc1ccccc1	-5%	-7%	12	4	1	-0.8%	-12%	2%	0	18	4%
O=C(C1CCCO1)N1CCN(C(=S)Nc2ccccc2C(F)(F)F)CC1 (stereo not given)	-5%	-1%	5	0	3	-0.5%	8%	9%	4	-2	1%
COc1cc(C(=O)OC(C)CN2CCCC2)cc(OC)c1OC (stereo not given)	-3%	9%	1	-4	-1	-0.3%	-3%	0%	1	11	-1%
Cc1ccc(S(=O)(=O)/N=C(/Nc2ccc3[nH]c(=O)[nH]c3c2)c2ccc(F)cc2)cc1	5%	0%	4	-10	-4	-0.4%	8%	-1%	-1	x	0%
O=C(O)COc1ccc(-c2nccc(-c3ccccn3)n2)cc1	-1%	u	-26	35	-3	0.1%	-3%	-8%	1	0	-7%
O=S(=O)(c1ccc(NCc2ccccc2)cc1)N1CCOCC1	4%	x	-8	13	x	0.4%	-3%	2%	6	8	-1%
Cc1ccc(S(=O)(=O)CCC(=O)NCCc2ccc(Cl)cc2)cc1	-2%	-13%	-1	-3	1	0.0%	u	x	21	6	7%
O=c1cc(N2CCCCC2)c(-c2ccccc2)nn1Cc1c(Cl)cccc1Cl	3%	11%	16	-16	3	0.0%	-7%	-4%	4	-1	1%
O=C(CSc1n[nH]c(=O)n1C1CC1)Nc1ccc(Cl)c(Cl)c1	-1%	x	8	-16	-12	-0.3%	-7%	0%	3	4	-4%
COC(=O)c1ccc(CSc2nc3ccc(Cl)cc3[nH]2)o1	-4%	21%	-18	21	-11	-0.6%	15%	21%	1	-10	4%
Cc1ccc2ccccc2c1Cn1c(-n2ccnc2)nc2c1c(=O)n(C)c(=O)n2C	3%	4%	4	19	4	0.3%	4%	4%	1	-5	0%
O=C(c1ccc(Cn2c(=S)[nH]c3cc4c(cc3c2=O)OCO4)cc1)N1CCN(c2ncccn2)CC1	13%	9%	x	x	3	-0.1%	0%	-3%	1	x	1%
CC(NS(=O)(=O)c1ccc(OCC(=O)N2CCOCC2)cc1)c1ccccc1 (stereo not given)	-3%	-4%	16	6	0	-0.7%	-10%	-1%	-4	-2	1%
Cc1ccc(S(=O)(=O)N2CCC(C(=O)OC3CCOC3=O)CC2)cc1C (stereo not given)	x	x	3	-15	x	-0.1%	x	x	-3	-6	4%
CC(C)(C)CN1CCNC(=O)C1CC(=O)NC1Cc2ccccc2C1 (stereo not given)	2%	-10%	-21	48	0	-0.5%	4%	1%	2	-6	1%
Cc1ccc2ncnc(-c3ccccc3)c2c1	-1%	4%	-1	-5	2	-0.5%	7%	x	5	-6	0%
COc1ccc(CN2CCCCC2C(=O)Nc2ccc(OC)c(OC)c2)cc1OC (stereo not given)	1%	10%	7	11	1	-0.3%	0%	0%	1	-3	2%
O=C(CC1Sc2ccccc2NC1=O)Nc1cccnc1 (stereo not given)	1%	1%	-24	17	0	-0.7%	-5%	-1%	-2	i	5%
O=C(CN1C(=O)NC2(CCOc3ccccc32)C1=O)NCC(F)(F)F (stereo not given)	0%	6%	0	-6	6	0.0%	-6%	-2%	-3	-3	2%
Cc1ccc(S(=O)(=O)Nc2ccc(S(=O)(=O)Nc3nccs3)cc2)cc1C	x	x	-4	8	x	-0.7%	x	x	x	-8	3%
O=C(c1ccccc1NS(=O)(=O)c1ccc(F)cc1)N1CCCCC1	6%	0%	-9	-12	0	0.2%	1%	2%	1	1	1%
O=C(CN(Cc1ccco1)S(=O)(=O)c1ccccc1)N/N=C/c1ccccc1C(=O)O	1%	3%	0	-104*	4	-1.0%	20%	-3%	-4	-2	4%
